ROC1-CUL1 inh: inhibitors of human ROC1-CUL1 ubiquitin ligase activity; inhibition, % at 10 µM; E3 ubiquitin-protein ligase RBX1 (Homo sapiens) + Cullin-1 (Homo sapiens), P62877+Q13616; in vitro K48 di-Ub FRET, acceptor:donor ratio, 45 min; AID 1347404, 2020; 140,000 compounds, 0.6% hits; in the data active = inhibition above about 25%
Target sequence (P62877 whole entry, looked up): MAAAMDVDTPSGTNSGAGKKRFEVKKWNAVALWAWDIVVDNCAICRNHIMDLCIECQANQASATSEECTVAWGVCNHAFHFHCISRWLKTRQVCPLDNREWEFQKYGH
Target sequence (Q13616 whole entry, looked up): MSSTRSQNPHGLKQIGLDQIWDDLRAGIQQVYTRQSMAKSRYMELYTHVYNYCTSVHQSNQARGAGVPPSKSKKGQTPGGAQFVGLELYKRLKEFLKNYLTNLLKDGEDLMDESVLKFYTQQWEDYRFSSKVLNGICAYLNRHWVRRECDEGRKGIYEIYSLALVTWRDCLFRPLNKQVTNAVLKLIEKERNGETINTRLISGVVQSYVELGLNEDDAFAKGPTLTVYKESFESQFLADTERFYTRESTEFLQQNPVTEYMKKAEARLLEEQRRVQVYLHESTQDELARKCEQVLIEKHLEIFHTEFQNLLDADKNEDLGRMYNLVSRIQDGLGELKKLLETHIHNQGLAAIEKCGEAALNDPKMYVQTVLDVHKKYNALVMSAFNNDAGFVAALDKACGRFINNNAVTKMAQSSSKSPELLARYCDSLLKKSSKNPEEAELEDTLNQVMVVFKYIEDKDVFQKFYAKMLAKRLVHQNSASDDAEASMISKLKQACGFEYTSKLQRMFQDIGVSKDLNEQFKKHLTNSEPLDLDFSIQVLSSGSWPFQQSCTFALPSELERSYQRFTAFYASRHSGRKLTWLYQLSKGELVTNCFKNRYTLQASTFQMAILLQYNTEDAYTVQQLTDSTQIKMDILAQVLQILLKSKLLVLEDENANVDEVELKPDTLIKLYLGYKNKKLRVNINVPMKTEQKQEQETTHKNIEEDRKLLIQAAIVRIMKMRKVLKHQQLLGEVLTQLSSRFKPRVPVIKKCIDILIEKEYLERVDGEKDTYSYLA
Active calls of the source: *.

Start of the listing, in advance (5 entries):
Screening COC(=O)/C=C/CSc1nnc(SC/C=C/C(=O)OC)s1 returned ROC1-CUL1 inh 8.
For Cc1ccc2c(C(=O)N(C)C)cc(-c3cnn(CCO)c3)nc2c1C the results were ROC1-CUL1 inh 7.
For Cc1ccc(NC(=O)C(Cc2ccccc2)n2cccc2)cc1C (stereo unspecified) the results were ROC1-CUL1 inh 6.
CC(=O)Nc1nc(C)c(-c2csc(Nc3ccccc3)n2)s1 was read as ROC1-CUL1 inh -1.
For Cc1cc(/C=N/NC(=O)CN(c2ccccc2)S(C)(=O)=O)c(C)n1-c1ccc(Cl)cc1 the results were ROC1-CUL1 inh -1.

Main list, from the first entry:
Screening COC(=O)/C=C/CSc1nnc(SC/C=C/C(=O)OC)s1 returned ROC1-CUL1 inh 8.
For Cc1ccc2c(C(=O)N(C)C)cc(-c3cnn(CCO)c3)nc2c1C the results were ROC1-CUL1 inh 7.
For Cc1ccc(NC(=O)C(Cc2ccccc2)n2cccc2)cc1C (stereo unspecified) the results were ROC1-CUL1 inh 6.
CC(=O)Nc1nc(C)c(-c2csc(Nc3ccccc3)n2)s1 was read as ROC1-CUL1 inh -1.
For Cc1cc(/C=N/NC(=O)CN(c2ccccc2)S(C)(=O)=O)c(C)n1-c1ccc(Cl)cc1 the results were ROC1-CUL1 inh -1.
CCOC(=O)C1C(=O)/C(=C/c2cc(C)n(-c3ccc(C)cc3)c2C)N=C1C (stereo unspecified) was read as ROC1-CUL1 inh -14.
For CC1(C)CC(=O)C2=C(C1)N(Cc1ccco1)C1=C(C(=O)c3ccccc31)C2c1ccc(F)cc1 (stereo unspecified) the results were ROC1-CUL1 inh 1.
For O=C(Oc1ccc(Cl)cc1)C1CCCCC1 the results were ROC1-CUL1 inh 4.
COc1ccc(-c2noc(CC(=O)N(C)c3ccccc3F)n2)cc1 was read as ROC1-CUL1 inh 4.
`Cc1cc(C(F)(F)F)n(C2=NC(=N)CC(=O)N2)n1` gave ROC1-CUL1 inh -10.
Screening Cc1cccc(-n2c(=O)c3c(c4cc(C)ccc4n3C)n(CC(=O)N3CCCC3)c2=O)c1 returned ROC1-CUL1 inh 12.
Screening COc1ccc(Cl)cc1NC(=O)CSc1ccc(-c2sc(C)nc2C)nn1 returned ROC1-CUL1 inh 10.
For Cc1cccc(NC(=O)c2sc3nc4ccc(C)cc4cc3c2N)c1 the results were ROC1-CUL1 inh 2.
`CCOC(=O)N1CC=C2C(C#N)C(=N)C(C#N)(C#N)[C@H](c3ccc(OC(C)C)c(OC)c3)[C@H]2C1` (stereo partly specified) gave ROC1-CUL1 inh 2.
`Cn1cccc1/C=N\NC(=O)CSc1nc2ccccc2n1Cc1ccc(Cl)cc1` gave ROC1-CUL1 inh 4.
Screening COc1ccc(NC(=O)c2ccc(-c3nc(COc4ccccc4)c(C)o3)cc2)cc1 returned ROC1-CUL1 inh -2.
Screening Cc1[nH]n(-c2ccccc2)c(=O)c1Sc1ccc(Cl)cc1 returned ROC1-CUL1 inh -4.
Screening COc1cc(NS(=O)(=O)c2ccc(NC(=O)c3ccco3)cc2)nc(OC)n1 returned ROC1-CUL1 inh 6.
Screening Cc1nnc(Sc2cc(=O)n(C)c(=O)n2C)s1 returned ROC1-CUL1 inh 5.
Screening CCc1nc(SC)ncc1C(=O)N1CCN(c2cc(Cl)ccc2C)CC1 returned ROC1-CUL1 inh -6.
For CCn1c2c(c(=O)n3ncc(C(=O)Nc4ccc(Cl)cc4C)c13)CN(Cc1ccc(OC)cc1)CC2 the results were ROC1-CUL1 inh 1.
For N#Cc1c(NC(=O)c2nn3c(c2Br)NC(c2ccco2)CC3C(F)(F)F)sc2c1CCCC2 (stereo unspecified) the results were ROC1-CUL1 inh -10.
For Cc1ccc(S(=O)(=O)N2CC(C)OC(C)C2)cc1 (stereo unspecified) the results were ROC1-CUL1 inh -4.
`NC1=NS(=O)(=O)c2cnccc2N1` gave ROC1-CUL1 inh 4.
`COc1ccc(C(=O)NCC(c2ccco2)S(=O)(=O)c2ccc(F)cc2)cc1` (stereo unspecified) gave ROC1-CUL1 inh 1.
For Cc1ccccc1OC(C)C(=O)Nc1ccccc1 (stereo unspecified) the results were ROC1-CUL1 inh -2.
CCOC(=O)c1ccc(NC(=O)N2CC3CCCN3c3ccccc32)cc1 (stereo unspecified) was read as ROC1-CUL1 inh -1.
`Cc1ccccc1C(=O)c1cccn1CC(=O)NCc1cccc(Cl)c1` gave ROC1-CUL1 inh 4.
`Cc1ccc(CNC(=O)CN(c2cccc3ccccc23)S(C)(=O)=O)cc1` gave ROC1-CUL1 inh -5.
For COc1ccc(N2CCN(c3nc4ccc(C(=O)c5ccccc5)cc4n4cnnc34)CC2)cc1 the results were ROC1-CUL1 inh -1.
Screening Cc1cccc(-c2nc3cc(NC(=O)c4ccc([N+](=O)[O-])c(C)c4)ccc3o2)c1 returned ROC1-CUL1 inh -8.
For Cc1ccc(NC(=O)c2ccc(Cl)cc2Cl)nc1 the results were ROC1-CUL1 inh 0.
CC(=O)c1ccccc1C(=O)N1CCCC(CO)(Cc2ccccc2)C1 (stereo unspecified) was read as ROC1-CUL1 inh -4.
`CC(C)NC(=O)C(Cc1ccccc1)N1C(=O)c2ccccc2C1=O` (stereo unspecified) gave ROC1-CUL1 inh 7.
For CNc1cc(-c2ccccc2)c(-c2ccccc2)c2cc(OC)c(OC)cc12 the results were ROC1-CUL1 inh 1.
CC1CCN(Cc2nnnn2CCCC(=O)N2CCC[C@H]2CO)CC1 was read as ROC1-CUL1 inh -1.
COc1ccc(Br)cc1CN1CCC(O)CC1 was read as ROC1-CUL1 inh 3.
For N#CC1C(=N)OC(C(=O)O)C1c1cccnc1 (stereo unspecified) the results were ROC1-CUL1 inh 4.
Screening O=C(Cn1cnc2c(nc3n2CCCCC3)c1=O)Nc1ccc(F)cc1 returned ROC1-CUL1 inh -2.
Cn1c(CNc2ccc(N3CCN(c4ccc(Cl)cc4)CC3)cc2)nc2ccccc21 was read as ROC1-CUL1 inh 7.
For O=C(COc1cccc(-c2cnc3ccccc3n2)c1)c1ccccc1 the results were ROC1-CUL1 inh -1.
Screening CCCCOc1ccc(C(=O)Nc2sc3c(c2C(N)=O)CCCCC3)cc1 returned ROC1-CUL1 inh -8.
CCCCN(C)C(=O)c1nc2ccccn2c1CN(C)Cc1ccc2nonc2c1 was read as ROC1-CUL1 inh 1.
For Cc1ccc(-c2ccc(C#N)c(SCc3c(Cl)cccc3Cl)n2)cc1 the results were ROC1-CUL1 inh -1.
For CCSc1nnc(NC(=O)NC23CC4CC(CC(C4)C2)C3)s1 the results were ROC1-CUL1 inh -11.
For O=C(CSCc1ccc(F)cc1)N1CCN(c2ccccc2)CC1 the results were ROC1-CUL1 inh -4.
CCSc1nnc(NC(=O)c2ccc(Br)cc2Br)s1 was read as ROC1-CUL1 inh -2.
`CC1=Nc2c(C(=O)Nc3ccc(C)cc3)cnn2C(c2cc(Br)ccc2F)C1C(=O)Nc1ccc(C)cc1C` (stereo unspecified) gave ROC1-CUL1 inh 1.
`Cn1cc(CCCC(=O)NCc2ccccc2Cl)c2ccccc21` gave ROC1-CUL1 inh -5.
Screening Cc1ccc(N2C(=O)c3ccccc3C2C#N)cc1Cl (stereo unspecified) returned ROC1-CUL1 inh 4.
Cc1cccc(C)c1N=Cc1ccccn1 was read as ROC1-CUL1 inh 6.
For CC(C(=NC(=O)c1ccccc1)C(=O)O)c1ccccc1 (stereo unspecified) the results were ROC1-CUL1 inh 0.
CN1CCCC(CN(CCc2ccccc2)C(=O)c2ccc3cc[nH]c3c2)C1 (stereo unspecified) was read as ROC1-CUL1 inh 5.
For C=CCn1c(SCC(=O)NC(N)=O)nc2sc3c(c2c1=O)CCCC3 the results were ROC1-CUL1 inh -7.
Screening CCN(CC)c1ccc(NC(=O)COc2ccc(C)cc2)c(C)c1 returned ROC1-CUL1 inh 1.
For CO[C@H]1O[C@@H]2CO[C@H]([C@H]1OC(C)=O)[C@@H]2OC(C)=O the results were ROC1-CUL1 inh -1.
Screening Cc1ccccc1Nc1cc(C(=O)NC2CCCC2)c2ccccc2n1 returned ROC1-CUL1 inh 5.
O=c1cc(N2CCCCC2)cnn1Cc1nc(-c2cccnc2)no1 was read as ROC1-CUL1 inh 7.
COc1ccccc1C(=O)Nc1c(C)cccc1C was read as ROC1-CUL1 inh -3.
Cc1oncc1C(=O)Nc1ccc(Cl)c(Cl)c1 was read as ROC1-CUL1 inh 5.
For CCOC(=O)c1c(NC(=O)CSc2nnc(CNc3ccc(F)cc3)n2CC2CCCO2)sc2c1CCCC2 (stereo unspecified) the results were ROC1-CUL1 inh 5.
Screening Cc1ccc(Cl)cc1N1CCN(C(=O)c2cc(S(=O)(=O)N3CCC(C)CC3)cn2C)CC1 returned ROC1-CUL1 inh -1.
For CC(C)CC(=O)N1CCC(N2CCCC(C(=O)NCCc3ccccc3)C2)CC1 (stereo unspecified) the results were ROC1-CUL1 inh 11.
`CC(C)OC(=O)N=C1SC(=S)N(C)C1C` (stereo unspecified) gave ROC1-CUL1 inh -8.
`CC(C)(C)CN1CCCC1C(=O)Nc1cccc(-n2cccn2)c1` (stereo unspecified) gave ROC1-CUL1 inh -8.
`COc1ccc(C(c2c(-c3ccccc3)n(O)c3ccccc23)N2CCOCC2)cc1` (stereo unspecified) gave ROC1-CUL1 inh 3.
COc1cncc(/C(N)=N/N=C/c2ccc(Cl)cc2)n1 was read as ROC1-CUL1 inh 4.
For CCCN1C(=O)/C(=C/c2cccc(OCC)c2O)SC1=Nc1ccc(OCC)cc1 the results were ROC1-CUL1 inh 7.
`COCCCNC(=O)c1ccc(-n2c(-c3ccccc3)cc3c2CCCC3)cc1` gave ROC1-CUL1 inh 6.
Screening C=CCC1(CC=C)CCCN1c1ccc(-c2nc(C)no2)cn1 returned ROC1-CUL1 inh 1.
COc1cc(NS(=O)(=O)c2ccc(NS(=O)(=O)c3ccccc3)cc2)nc(OC)n1 was read as ROC1-CUL1 inh -5.
Screening O=c1oc2ccccc2n1CCCOc1ccccc1 returned ROC1-CUL1 inh -3.
`C=CCN1C(=O)/C(=C/c2cc(OC)c(OCC(=O)Nc3ccc(F)cc3)cc2Br)C(=O)NC1=S` gave ROC1-CUL1 inh 3.
For COc1ccc(S(=O)(=O)N2CCN(C(=O)C(C)C)CC2)cc1 the results were ROC1-CUL1 inh 1.
CC(=O)NNc1nc(C)c(C)c(=O)[nH]1 was read as ROC1-CUL1 inh 7.
`CCCCSc1ccc2nc(-c3ccc(C#N)cc3)cn2c1` gave ROC1-CUL1 inh 3.
`COc1ccc(-c2cc(C(F)(F)F)n3nc(C(=O)NC4CCCCC4)cc3n2)cc1` gave ROC1-CUL1 inh 13.
For COC(=O)C1C2c3ccccc3OC1(C)N=c1s/c(=C/c3ccc(OC)c(COc4ccc(F)cc4F)c3)c(=O)n12 (stereo unspecified) the results were ROC1-CUL1 inh -5.
`Cc1ccc2c(c1)-c1c(c(C(=O)N3CCN(c4cc(Cl)ccc4C)CC3)nn1C)CS2` gave ROC1-CUL1 inh -5.
Screening COc1ccc2c(c1OC)C(=O)OC2Nc1nc(C23CC4CC(CC(C4)C2)C3)cs1 (stereo unspecified) returned ROC1-CUL1 inh -1.

Next section; the last 7 above are carried over.
For COc1ccc(S(=O)(=O)N2CCN(C(=O)C(C)C)CC2)cc1 the results were ROC1-CUL1 inh 1.
CC(=O)NNc1nc(C)c(C)c(=O)[nH]1 was read as ROC1-CUL1 inh 7.
`CCCCSc1ccc2nc(-c3ccc(C#N)cc3)cn2c1` gave ROC1-CUL1 inh 3.
`COc1ccc(-c2cc(C(F)(F)F)n3nc(C(=O)NC4CCCCC4)cc3n2)cc1` gave ROC1-CUL1 inh 13.
For COC(=O)C1C2c3ccccc3OC1(C)N=c1s/c(=C/c3ccc(OC)c(COc4ccc(F)cc4F)c3)c(=O)n12 (stereo unspecified) the results were ROC1-CUL1 inh -5.
`Cc1ccc2c(c1)-c1c(c(C(=O)N3CCN(c4cc(Cl)ccc4C)CC3)nn1C)CS2` gave ROC1-CUL1 inh -5.
Screening COc1ccc2c(c1OC)C(=O)OC2Nc1nc(C23CC4CC(CC(C4)C2)C3)cs1 (stereo unspecified) returned ROC1-CUL1 inh -1.
NC(=O)c1ccc(NC(=O)CCSCCC(=O)Nc2ccc(C(N)=O)cc2)cc1 was read as ROC1-CUL1 inh -4.
For CC(C)Oc1ccc(CNC(=O)Cn2c(-c3cccs3)cc3ccccc32)cc1 the results were ROC1-CUL1 inh -1.
For COc1cc(C)ccc1OCc1nc(C(=O)N2CCc3ccccc3C2)co1 the results were ROC1-CUL1 inh 2.
Screening O=C(c1ccccc1)c1coc2c1C(=O)c1ccccc1C2=O returned ROC1-CUL1 inh -7.
For NS(=O)(=O)c1cnccc1Oc1cccc(Cl)c1 the results were ROC1-CUL1 inh -11.
`COc1ccc2ccccc2c1CNCc1cccnc1N1CCN(C(C)=O)CC1` gave ROC1-CUL1 inh 5.
For CC(C)Cn1c(CN2CCCC(C(=O)N3CCOCC3)C2)cnc1S(C)(=O)=O (stereo unspecified) the results were ROC1-CUL1 inh 9.
For COc1cc(CNC(=O)c2ccc(Cn3nc(C)c(Cl)c3C)o2)cc(OC)c1 the results were ROC1-CUL1 inh -3.
For O=C(CSc1ccc(Cl)cc1)Nc1cc(C(F)(F)F)ccc1N1CCOCC1 the results were ROC1-CUL1 inh 6.
Cc1cc2nccc(-c3ccccn3)n2n1 was read as ROC1-CUL1 inh 4.
`CCOc1ccccc1N1CC(c2nc3ccccc3n2CCCOc2ccccc2OC)CC1=O` (stereo unspecified) gave ROC1-CUL1 inh -4.
For Cc1ccc(C)c(NC(=O)CSc2nc(-c3ccccc3)cc(=O)[nH]2)c1 the results were ROC1-CUL1 inh 8.
COc1ccc2c(c1O)SC(=O)C2 was read as ROC1-CUL1 inh 106*.
Cc1c(C(=O)Nc2ccc(S(=O)(=O)N3CCCCC3C)cc2)oc2ccccc12 (stereo unspecified) was read as ROC1-CUL1 inh 2.
CCC1CCc2c(sc(NC(=O)C3CC3)c2C(N)=O)C1 (stereo unspecified) was read as ROC1-CUL1 inh 1.
For CCN1C(=O)C(C)CN(C(=O)c2ccccc2)c2ccccc21 (stereo unspecified) the results were ROC1-CUL1 inh 10.
Screening CCOc1cc(/C=C2/C(=O)NC(=S)N(c3ccccc3)C2=O)ccc1OC(C)C(=O)O (stereo unspecified) returned ROC1-CUL1 inh -3.
Screening O=[N+]([O-])c1cccnc1Oc1ccccc1 returned ROC1-CUL1 inh 10.

Not all compounds are listed (hit frequency here may not be typical).
